TDP1 block = qHTS Assay for Inhibitors of Tyrosyl-DNA Phosphodiesterase (TDP1) | Tyrosyl-DNA phosphodiesterase 1 (Homo sapiens), Q9NUW8 | recombinant TDP1, AlphaScreen DNA substrate cleavage | Potency, µM (series often up to 130 µM), without a hit: top-dose activity change, negative = inhibition, hits mostly inhibitors | actives 0.28% (n = 350,000) | AID 485290, 2010; further: nearly all actives have a fitted effect of over 40% in size
Target sequence (Q9NUW8 whole entry, looked up): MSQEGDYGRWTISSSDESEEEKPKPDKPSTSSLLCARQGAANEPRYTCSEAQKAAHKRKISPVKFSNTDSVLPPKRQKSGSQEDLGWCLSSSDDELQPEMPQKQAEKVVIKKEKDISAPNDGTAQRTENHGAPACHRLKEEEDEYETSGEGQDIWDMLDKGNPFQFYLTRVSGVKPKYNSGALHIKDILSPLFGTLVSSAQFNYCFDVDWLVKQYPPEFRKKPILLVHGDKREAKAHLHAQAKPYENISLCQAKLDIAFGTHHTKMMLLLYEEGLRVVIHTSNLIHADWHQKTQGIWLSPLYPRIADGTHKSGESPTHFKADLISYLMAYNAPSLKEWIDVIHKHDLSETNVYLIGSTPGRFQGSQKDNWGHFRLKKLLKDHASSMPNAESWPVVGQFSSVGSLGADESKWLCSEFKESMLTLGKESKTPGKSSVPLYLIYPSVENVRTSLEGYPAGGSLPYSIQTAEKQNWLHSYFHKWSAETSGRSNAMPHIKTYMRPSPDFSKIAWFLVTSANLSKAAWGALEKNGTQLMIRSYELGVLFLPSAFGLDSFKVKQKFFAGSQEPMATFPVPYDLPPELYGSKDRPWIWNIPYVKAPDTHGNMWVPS
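Compounds were preincubated with Tdp1 (1 nM final) for 15 min at room temperature before substrate (15 nM final) started a 5 min reaction; beads (10 ug/ml final) were then added for 10 min before AlphaScreen detection.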
TDP1 cell noCPT = qHTS for Inhibitors of human tyrosyl-DNA phosphodiesterase 1 (TDP1): qHTS in cells in absence of CPT; Potency, µM (series often up to 46.2 µM), for inactives: at the top dose activity change, negative = growth inhibition, actives largely listed as inhibitors; AID 686978, 2013; DT40 Tdp1-/- hTDP1 cells, no CPT, ATP luminescence, 48 h; actives 15% (n = 420,000); further: nearly all actives have a fitted effect of over 55% in size
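No-CPT arm: Tdp1-/-;hTDP1 DT40 cells (400/well) plus compounds, incubated ≥48 hr at 37 °C. Readout CellTiter-Glo luminescence.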
N370S GC mod = qHTS Assay for Inhibitors and Activators of N370S glucocerebrosidase as a Potential Chaperone Treatment of Gaucher Disease; Lysosomal acid glucosylceramidase (Homo sapiens), P04062; N370S GC spleen homogenate, 4MU-glucoside fluorescence; Potency, µM (highest dose often 59.4 µM), inactives show at the highest dose activity change, negative = inhibition, usual class: inhibitors; actives 0.092% (n = 330,000); AID 2101, 2009;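 further: 0% = full enzyme activity and -100% = no enzyme basal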
An asterisk follows results filed as active; ? = inconclusive; . = no result given; & = joins results of further samples; [ ] = dose if it differs, or a comment. The call rests on the fitted dose curve; in most records, active means well fitted curve in the direction sought with a large enough effect; inconclusive means small, poorly fitted or top-dose-only effect, or another doubt; inactive means no such curve, though single readings can be large; an effect the other way counts as inactive or inconclusive. Unless noted, on the % scale 0 is the no-effect control and ±100 the full control effect; potency means the concentration at half of the fitted maximal effect. A portion of the library. The share of hits here may be higher or lower than overall.

SMILES | TDP1 block | TDP1 cell noCPT | N370S GC mod
Cc1nnc(N2CCCC(C(=O)NCc3ccc(OC(C)C)cc3)C2)c2nn(-c3ccccc3)c(C)c12 (stereo not drawn) | 1% | ? | -3%
COCCOC(=O)c1c(NC(=O)CNc2ccc(C)c(F)c2)sc(C(N)=O)c1C | 4% | ? | 8%
Clc1ccc(Cn2ncc3c(NCc4ccccc4)ncnc32)c(Cl)c1 | 0% | . | 3%
CC(C)[C@H](NC(=O)[C@@H]1Cc2ccccc2CN1C(=O)OC(C)(C)C)C(=O)NC1CCCC1 | 5% | 0% | 10%
Cc1cc(C(=O)NN)c2cc(Br)ccc2n1 | -5% | 1% | 5%
CCC(=O)Nc1cccc(NC(=S)NC(=O)c2ccc(Cl)cc2)c1 | 2% | 15µM* | 4%
Cc1ccc(C(=O)NCC(=O)O)s1 | ? | -2% | -16%
COc1ccc(-c2noc(CCC(=O)N3CCC(c4cc(C)ccc4C)CC3)n2)cc1 | 0%[56.1 µM] | -23% | .
O=C(Nc1cc(S(=O)(=O)N2CCOCC2)ccc1N1CCOCC1)c1ccc([N+](=O)[O-])s1 | 4% | 7.3µM* | .
COc1ccc(OC)c(CNS(=O)(=O)c2ccc3c(c2)oc(=O)n3C)c1 | 0% | ? | .
COc1ccc(NC(=O)c2cnc3sccn3c2=O)cc1 | -7% | -4% | 21%
Cc1cccc(C(=O)NC(=S)Nc2ccc(N3CCOCC3)cc2)c1 | 9% | ? | 6%
Cc1ccc(C(=O)OCC(=O)Nc2ccc(F)c(Cl)c2)o1 | 0% | -3% | .
CC(=O)N1N=C(N)SC1c1cccc([N+](=O)[O-])c1 (stereo not drawn) | -3% | -2% | -2%
C(=C\c1ccccc1)/C=N/Nc1nc2ccccc2[nH]1 | 11% | 7.3µM* | ?
COc1ccc(CN(C)Cc2c(O)ccc3cc(Br)ccc23)cc1OC | 2% | ? | -26%
CC(=O)N/C(=C\c1ccc(F)cc1)C(=O)NC(C(=O)O)C(C)C (stereo not drawn) | 3% | 1% | 9%
CCOC(=O)c1sc(NC(=O)c2cccs2)nc1C | 3% | -27% | 11%
Cc1ccc(CSCC(=O)NCCCN2CCOCC2)cc1 | 0% | ? | 5%
Cc1nn(-c2ccccc2)c(OC(=O)C(C)(C)C)c1Sc1ccccc1 | 15% | -20% | .
CC(c1cccs1)N(Cc1ccco1)C(=O)Nc1ccc(Cl)c(Cl)c1 (stereo not drawn) | 7% | ? | 16%
CCNC(=O)n1cc(-n2cncn2)c(-c2ccccc2)n1 | 3% | -4% | 15%
Cc1ccc2c(c1)c1c(c(=O)n(Cc3ccccc3)c(=O)n1CC(=O)NCc1ccccc1Cl)n2C | -3% | -4% | .
O=C(NCCO)Nc1ccc2nc(-c3ccco3)c(-c3ccco3)nc2c1 | 3% | . | 14%
NC1=NC[C@H](Cc2ccc(O)cc2)N1CCc1cccc2ccccc12 | 1% | 15µM* | ?
COC(=O)c1ccccc1NC(=O)CNCCc1ccc(OC)c(OC)c1 | . | -23% | -11%
COc1ccc(C)cc1NC(=O)c1ccc2c(c1)nnn2C1CCCC1 | -3% | ? | .
CN(CCc1ccccn1)c1ccc([N+](=O)[O-])cn1 | . | -7% | -9%
COc1cccc(C(=O)NC2CCN(C(=O)N3CCCCC3)CC2)c1 | 4% | -12% | 0%
CSc1ncccc1C(=O)OCc1ccc(Br)cc1 | . | 0% | 14%

Shown with two lines to a compound: 4 of the compounds above
Results follow in this order: TDP1 block | TDP1 cell noCPT | N370S GC mod
O=C(Nc1cc(S(=O)(=O)N2CCOCC2)ccc1N1CCOCC1)c1ccc([N+](=O)[O-])s1
    4% | 7.3µM* | .
COc1ccc(OC)c(CNS(=O)(=O)c2ccc3c(c2)oc(=O)n3C)c1
    0% | ? | .
COc1ccc(NC(=O)c2cnc3sccn3c2=O)cc1
    -7% | -4% | 21%
Cc1cccc(C(=O)NC(=S)Nc2ccc(N3CCOCC3)cc2)c1
    9% | ? | 6%

(listing goes on)
SMILES | TDP1 block | TDP1 cell noCPT | N370S GC mod
O=C(Cn1cnc2ccccc2c1=O)Nc1nnc(SCc2ccccc2)s1 | 1% | -8% | -20%
COc1ccc(C)cc1NC(=O)C(OC(=O)CNC(=O)c1cccc(F)c1)c1ccccc1 (stereo not drawn) | 4% | 15% | 9%
CCc1nnc(NC(=O)C(=O)NCCOC(=O)c2ccccc2)s1 | 11% | -15% | 7%
COc1ccc(NC(=O)N2C3CCCC2CC(NC(=O)C2CC2)C3)cc1 (stereo not drawn) | 2% | 19% | -15%
CCC1(CC)Cc2ccccc2C(=O)N1 | . | -1% | -17%
O=C(CSCc1c(Cl)cccc1Cl)Nc1ccc2c(c1)OCCO2 | 5% | ? | 23%
C[C@@H]1COC(=O)[C@H](CC(=O)OC(C)(C)C)C/C=C\C[C@@H](CC(=O)NCCO)C(=O)N1 | 2% | -13% | .
O=C(Nc1cccnc1)c1scc2c1OCCO2 | -4% | -14% | 4%
CCOCCCNC(=O)c1ccc2c(=O)n(CCCOCC)c(=S)[nH]c2c1 | 5% | -26% | -3%
COc1cc(OC)cc(C(=O)NCC(=O)OCC(=O)c2cc(C)n(Cc3ccco3)c2C)c1 | 6% | ? | 2%
CCOc1ccc(N2CC(C(=O)Nc3ccc(S(=O)(=O)NCC4CCCO4)cc3)CC2=O)cc1 (stereo not drawn) | 5% | -17% | -3%
COc1ccc(C)c2sc(NC(=O)c3cccc(N4C(=O)CCC4=O)c3)nc12 | 0% | 19% | 0%
COCCCNC(=O)c1ccc(NC(C)=O)cc1 | 2% | 8% | 1%
CCCN(CC(=O)Nc1ccc(F)c(F)c1F)C(=O)Cn1c(=O)cnc2ccccc21 | 0% | 2% | -17%
CCCN1CNC(=S)N(c2ccc(C)cc2C)C1 | 3% | -19% | 4%
Cc1cc(C)c2c(=O)[nH]c(SCC(=O)NCc3ccccc3)nc2n1 | 2% | -7% | -4%
O=C(COC(=O)COc1ccc2ccccc2c1)Nc1cc(C(F)(F)F)ccc1N1CCOCC1 | 3% | 13% | 3%
O=C(Cn1c(CN2CCCCC2)nc2ccccc2c1=O)NC1CCCCC1 | 0% | 0% | 3%
CCOc1ccccc1C(=O)Nc1ccc(NC(=O)c2ccccc2)cc1 | . | -9% | 2%
COc1ccc(N2CCN(C(=O)Cc3ccc(-n4c(=O)[nH]c5ccccc5c4=O)cc3)CC2)cc1 | -2% | ? | 27%
Nc1ncnc2c1ncn2[C@@H]1O[C@H](C(=O)N2CCN(CC(=O)Nc3cccc4c3CNC4=O)CC2)[C@@H](O)[C@H]1O | 10% | . | -3%
c1ccc(CNC2=NCCCCC2)cc1 | -6% | -8% | 1%
O=S(=O)(c1ccccc1)N(CC(F)(F)F)c1ccc(C(O)(C(F)(F)F)C(F)(F)F)cc1 | -2% | ? | 0%
O=C(NC1CCCCCC1)C(=S)N1CCOCC1 | -3% | 16µM* | 16%
CCOC(=O)N1CCC(NC(=O)CSCc2cnn(-c3ccccc3)c2-n2cccc2)CC1 | 0% | ? | -4%
O=C1/C(=C/c2cccnc2)CC/C1=C\c1cccnc1 | 6% | ? | -13%
O=C(CN1C(=O)C2CCCCC2C1=O)OCC(=O)c1ccc(Cl)s1 (stereo not drawn) | -1% | 0% | 1%
COc1ccc(Nc2nc(N3CCCCC3)nc(N3CCCCC3)n2)c(OC)c1 | 2% | -25% | -6%
COc1ccc(CCN(C)C2CCCN(S(=O)(=O)c3ccc(C)cc3)C2)cc1OC (stereo not drawn) | . | ? | -4%
COCCCNC(=O)c1c[nH]c2ccc(S(=O)(=O)N3CCC(C)CC3)cc2c1=O | 5% | 0% | -4%
O=S(=O)(NCCC(c1ccc(F)cc1)c1ccco1)c1ccccc1 (stereo not drawn) | -3% | ? | -17%
O=C(OCCN1CCOCC1)c1cccs1 | 4% | -3% | 3%
CCn1c(=NC(=O)CSC(C)=O)sc2cc(F)ccc21 | 7% | 18µM* | 6%
COc1ccc(CNc2ncnc3nc[nH]c23)cc1OC | 3%&0% | -11%&-26% | .
O=C(/C=C/c1ccccc1)OCc1ccccc1 | -6% | -27% | .
O=C(O)c1ccccc1-n1cccc1C(=O)O | ? | 12% | -19%
O=C(Oc1ccc(Br)cc1C(=S)N1CCOCC1)c1ccc([N+](=O)[O-])cc1[N+](=O)[O-] | 7% | ? | -2%
O=C(c1ccco1)N1CCN(C(=S)Nc2ccc(F)c(Cl)c2)CC1 | 1% | -18% | -9%
Cc1cccc(NC(=O)CSc2cccc3cccnc23)c1C | . | -21% | 1%
CCC(C)Sc1nc2c(cnn2-c2ccc(C)c(C)c2)c(=O)[nH]1 (stereo not drawn) | 4% | -27% | 18%

Given tab-delimited: four of the compounds above
canonical_smiles	TDP1 block	TDP1 cell noCPT	N370S GC mod
O=C(Cn1c(CN2CCCCC2)nc2ccccc2c1=O)NC1CCCCC1	0%	0%	3%
COC(=O)c1ccccc1NC(=O)CNCCc1ccc(OC)c(OC)c1	.	-23%	-11%
CC(C)[C@H](NC(=O)[C@@H]1Cc2ccccc2CN1C(=O)OC(C)(C)C)C(=O)NC1CCCC1	5%	0%	10%
C[C@@H]1COC(=O)[C@H](CC(=O)OC(C)(C)C)C/C=C\C[C@@H](CC(=O)NCCO)C(=O)N1	2%	-13%	.

Additional results follow:
SMILES | TDP1 block | TDP1 cell noCPT | N370S GC mod
CC(=O)Nc1ccc(NC2(C)C(=O)c3ccccc3C2=O)cc1 | 5% | -7% | 9%
OCCNNC(=S)NC1CC2C=CC1C2 (stereo not drawn) | 6% | 2% | ?
CCN(CC)S(=O)(=O)c1cccc2cccnc12 | 3% | 0% | 2%
CCCNC(=O)OC[C@@H]1O[C@H](CCO/N=C\[C@@H](C)[C@H](OCc2ccccc2)C(C)C)C=C[C@@H]1Oc1ccc(OC)cc1 | 8%[21 µM] | . | -3%[12.8 µM]
COc1cc(C)ccc1OCc1cc(C(=O)N(Cc2c(C)nn(C)c2C)C2CC2)no1 | 2% | 16µM* | 0%
COc1cccc(/C=N/NC(=O)c2cccc3ccccc23)c1 | 3%[56.1 µM] | ? | -4%
CCOc1ccccc1CNC(=O)Cn1nc(C)c2c(C)n(-c3ccc(C)cc3)nc2c1=O | ? | ? | -1%
Cc1nc(-c2ccc(NC(=O)C3CC3)cc2)cs1 | 11% | 18µM* | -7%
N#Cc1c(NC(=S)NC(=O)C2CCCC2)sc2c1CCCCC2 | -3% | ? | 15%
CCC(CC)NC(=O)Cc1ccccc1OC | 3% | 3% | 9%
COc1ccc(OC)c2[nH]c(=O)c(CCNS(=O)(=O)c3ccc(F)cc3)cc12 | . | -17% | 1%
C/C(=N\N=C(c1ccccc1)c1ccccc1)c1ccco1 | 5% | ? | -5%
O=C(CO/N=C1\CCCc2nonc21)Nc1ccc(Br)cc1 | 8% | ? | ?
COc1ccc(CN(C(=O)c2ccc(C)cc2)C2CCS(=O)(=O)C2)cc1 (stereo not drawn) | 1% | 12% | -4%
CC(NC(=O)CN(c1ccccc1F)S(C)(=O)=O)c1ccccc1 (stereo not drawn) | 2% | 0% | 4%
O=C(Nc1ncccc1Cl)c1cccc(F)c1 | -1% | -13% | -2%
O=C(O)c1ccccc1SSc1ccccc1C(=O)O | . | -2% | -6%
CCOC(=O)CSc1nnc(CNC(=O)c2ccc(OC)cc2OC)n1-c1ccc(OC)cc1 | -1% | 2% | 12%
Cc1nn(-c2ccccc2)c(Cl)c1C(=O)NCC(C)C | 0% | -25% | -12%
CN(c1cccc(NC(=O)CN2C(=O)c3ccccc3S2(=O)=O)c1)S(C)(=O)=O | 3% | -15% | -4%
CCCc1cc(C(=O)OCC(=O)N(CCC)c2c(N)n(Cc3ccccc3)c(=O)[nH]c2=O)sc1C | . | ? | 14%
COc1ccccc1C(=O)NC(=O)COC(=O)CNC(=O)c1ccccc1 | 1% | -24% | -8%
CSc1ccccc1NC(=O)CO/N=C(\C)c1cc2ccccc2o1 | 3% | ? | 13%
N/C(=N/O)c1cccn1Cc1ccccc1[N+](=O)[O-] | -3% | 2% | 5%
Cc1ccc(NC(=O)COC(=O)COc2cccc3c2OC(C)(C)C3)cc1C | 2% | 26% | 1%
Cc1c(NC(=O)c2ccc(Cl)c([N+](=O)[O-])c2)cccc1-n1cnnn1 | 0% | ? | .
Cc1ccc(NC(=O)CCn2cnc3ccccc3c2=O)cc1Cl | -1% | -6% | 3%
COc1ccc(C(=O)NCC(c2ccco2)S(=O)(=O)c2ccccc2)cc1 (stereo not drawn) | 3% | ? | .
Cc1ccccc1SC1CCN(C(=O)C2CCC(=O)N(C3CC3)C2)CC1 (stereo not drawn) | 2% | 2% | 4%
CCn1c(=O)c2cc(C(=O)N3CCN(c4cccc(Cl)c4)CC3)sc2c2ccccc21 | 5% | 23µM* | .

High-throughput results from PubChem.
